Screens as filed in PubChem BioAssay.
CHX counter = counter-screen for Shiga toxin inhibitors: cycloheximide protein synthesis inhibition. AID 2314. cell reporter, cycloheximide protein synthesis inhibition counterscreen. 300,000 compounds, 12% hits. max response, %; in the data active = max response mostly above about 13%, no sharp cut-off; inactive = mostly below about 14%; also: read at 38.3 µM for the half of the compounds with a filed dose; 0% is about no effect
Pf growth 48h = inhibits P. falciparum growth in the first generation, 48 h. P. falciparum luciferase growth in erythrocytes, 48 h. Potency, µM (series often up to 28.7 µM), inactives show at the top dose activity change, negative = inhibition, most hits filed as inhibitors. 310,000 compounds, 5.9% hits. AID 504832; also: potency is read from the fitted curve at half-maximal effect; % is scaled to controls: 0 for no effect and ±100 for the full control effect
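Compounds are pin-transferred into medium, infected erythrocytes (2% hematocrit, 0.1% parasitemia final) are added, and plates sit one parasite generation at 37 C in 5% CO2. Detection reagent is then added and luminescence measured.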
HCV inhibitor = blocks hepatitis C virus | Huh7.5.1 HCVcc-Cre infection, luciferase reporter, 44 h | Potency, µM (titrated, usually from 41.8 µM), inactives show at the top dose activity change, negative = inhibition, hits mostly inhibitors | 340,000 compounds, 3.4% hits; also: potency is read from the fitted curve at half-maximal effect; % is scaled to controls: 0 for no effect and ±100 for the full control effect
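1,000 cells/well; 4 h culture; + compound; + HCVcc-Cre (~0.5 moi); 44 h; luciferase substrate, RT 15 min; read 15 sec.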
Shiga inhibitor = blocks Shiga toxin action in Vero cells | Vero cells, Shiga toxin protein synthesis inhibition reporter | inhibition, % at 38.7 µM | 290,000 compounds, 9.2% hits; in the data active = inhibition mostly above about 28%, no sharp cut-off; inactive = mostly below about 43%; also: 0% is about no effect
Pf growth 96h = P. falciparum growth inhibition at 96 hour, primary screen for plastid delayed-death inhibitors; 320,000 compounds, 6.9% hits; P. falciparum luciferase reporter growth, 96 h; Potency, µM (top dose mostly 28.7 µM), without a hit: top-dose activity change, negative = inhibition, hits mostly inhibitors; also: potency is read from the fitted curve at half-maximal effect; % is scaled to controls: 0 for no effect and ±100 for the full control effect
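Infected RBCs, 2% Hct / 0.05% parasitemia final; luciferase-reporter P. falciparum; cpd 96 h, 37 C, 5% CO2; luciferase detection reagent; luminescence.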
TbPYK inhibitor = inhibitors of Trypanosoma brucei pyruvate kinase; Q57TT1; 410,000 compounds, 0.12% hits; TbPYK enzyme, Kinase-Glo Plus ATP luminescence, 45 min; Potency, µM (highest dose often 76.8 µM), for inactives: at the top dose activity, negative = inhibition, usual class: inhibitors; also: potency is read from the fitted curve at half-maximal effect; % is scaled to controls: 0 for no effect and ±100 for the full control effect; nearly all actives have a fitted effect of over 50% in size
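Readout: single end-point luminescence (Kinase-Glo Plus, 10 min). Reaction conditions were TbPYK/substrate plus 130 uM ADP, 45 min at RT, pH 7.2 TEA buffer. No-enzyme wells served as controls, and data were normalized before concentration-response fitting.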
LmPK inh = LmPK (Leishmania mexicana) enzyme inhibition. Q27686. purified LmPK, Kinase-Glo ATP luminescence, 1 h. Potency, µM (series often up to 57.5 µM), for the others: at the top dose activity change, negative = inhibition, hits mostly inhibitors. 290,000 compounds, 0.37% hits; also: potency is read from the fitted curve at half-maximal effect; % is scaled to controls: 0 for no effect and ±100 for the full control effect
Target sequence (Q27686 whole entry, looked up): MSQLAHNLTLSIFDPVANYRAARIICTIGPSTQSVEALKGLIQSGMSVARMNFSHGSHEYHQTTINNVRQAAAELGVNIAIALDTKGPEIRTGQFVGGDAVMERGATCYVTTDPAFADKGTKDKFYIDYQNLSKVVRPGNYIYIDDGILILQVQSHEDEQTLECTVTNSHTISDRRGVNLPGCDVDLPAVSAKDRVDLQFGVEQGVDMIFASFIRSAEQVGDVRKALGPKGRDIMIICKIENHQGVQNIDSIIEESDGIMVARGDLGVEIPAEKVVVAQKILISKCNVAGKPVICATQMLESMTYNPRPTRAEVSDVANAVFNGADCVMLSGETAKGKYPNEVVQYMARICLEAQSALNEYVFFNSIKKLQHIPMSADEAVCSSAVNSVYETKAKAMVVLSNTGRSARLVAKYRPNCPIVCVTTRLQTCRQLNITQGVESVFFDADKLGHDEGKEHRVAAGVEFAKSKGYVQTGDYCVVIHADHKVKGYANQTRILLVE
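0.1 nM LmPK, 0.5 mM PEP, 0.1 mM ADP; 50 mM imidazole pH 7.2, 7 mM MgCl2, 50 mM KCl; 1 h RT. Kinase-Glo luminescence readout, normalized to no-enzyme (full inhibition) and uninhibited wells.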
An asterisk follows results filed as active; ? = inconclusive; / = no result given; & = joins results of further samples; [ ] = another dose, or the depositor's remark. Unless noted, calls follow the shape of the dose curve; as a rule, active = well fitted curve in the direction sought with a large enough effect; inconclusive = small, poorly fitted or top-dose-only effect, or another doubt; inactive = no such curve, though single readings can be large; an effect the other way counts as inactive or inconclusive.

SMILES	CHX counter	Pf growth 48h	HCV inhibitor	Shiga inhibitor	Pf growth 96h	TbPYK inhibitor	LmPK inh
Cc1ccc(C(=O)OCCn2cc(C#N)c(=O)[nH]c2=O)cc1	10	41%[1.15 µM]	22%	-12	22%	-7%	6%
Cc1cc(NC(=O)CSCC(=O)OC(C)C(=O)c2cc(C)c(C)cc2C)no1 (configuration not stated)	/	-1%	6%[8.37 µM]	/	?	-1%	/
CCOC(=O)C1(Cc2ccc(OC)cc2)CCN(C(=O)CCc2cccnc2)CC1	12	?	-13%	26	-18%	-3%	8%
CC(=O)c1sc(NC(=O)C2=NN(c3ccccc3)C(=O)CC2)nc1C	-1	9%	-9%	22	-6%	-3%	10%
COC(=O)c1sc2nc(C)cc(C)c2c1N	9	44%[activator]	10%	31	7%	-4%	-5%
Nc1cc(=O)[nH]c(=O)n1CC1CC1	-3	8%	15%	-3	5%	5%	-3%
CC(C)c1nc(-c2ccc([N+](=O)[O-])cc2)cs1	39*	34%[activator]	-6%	56*	61%[activator]	-1%	-3%
O=C(Nc1cc(Cl)cc(Cl)c1)C(NCCO)c1ccccc1 (configuration not stated)	11	31%	17%	-26	66%[activator]	10%	-9%
O=C(NCCCN1CCCC1)c1ccc2c(c1)N(Cc1ccccc1F)C(=O)c1ccccc1S2(=O)=O	3	10µM*	?	20	-18%	-1%	-1%
COC(=O)C(N)Cc1ccc(OC)c([N+](=O)[O-])c1 (configuration not stated)	-1	14%	10%	7	38%	-2%	-2%
c1ccc2sc(SN3CCOCC3)nc2c1	8	3%&26%	10%	19	-21%&32%	?	6%
CC(C)(C)c1cc2nc(N)nc(N)n2n1	-2	5%	4%	17	?	5%	-2%
CCOC(=O)C1=C(O)/C(=C/c2cc(OC)c(O)c(OC)c2)SC1=Nc1ccc(OC)cc1	-2	?	?	-7	?	-1%	-1%
CCOc1cc(/C=C/C(=O)NCCc2ccc(S(N)(=O)=O)cc2)ccc1OCC(C)C	-2	?	?	-9	0.66µM*	-2%	10%
O=C(O)C1CCC(CNCc2ccncc2)CC1 (configuration not stated)	-2	15%	10%	-5	-25%	1%	6%
Cc1cc(=O)oc2ccc(OCc3ccccc3)cc12	-4	?	?	-8	1%	0%	-3%
COc1ccccc1C(=O)Oc1cc(N)n(S(=O)(=O)c2ccc(C)cc2)n1	1	13%	14%	-14	-2%	-5%	3%
COc1ccc(/C=N/Nc2cc(C)nc(N3CCOCC3)n2)cc1OC	10	21%	-2%	40	?	-5%	0%
COc1ccc(S(=O)(=O)NC(C)C(=O)NCc2ccccn2)cc1Cl (configuration not stated)	-4	4%	1%	3	0%	-1%	1%
COCCCNC(=O)Cc1ccc(S(=O)(=O)N2CCOCC2)s1	/	?	32%[activator]	/	?	3%	/
O=C(Cc1ccc(S(=O)(=O)N2CCOCC2)s1)Nc1ccccc1Br	-2	2.3µM*	-3%	2	3.7µM*	-3%	2%
CCCN1CCC(NC(=O)CCc2nnc(Cc3cc(OC)ccc3OC)o2)CC1	-2	-11%	3%	-5	-4%	-5%	3%
COc1ccc(F)cc1CN1CCN(C(=O)CCC(=O)Nc2nnc(CC(C)C)s2)CC1	-7	-19%	-1%	-1	7%	-1%	7%
CN(C)c1cccc(C(=O)OCC(=O)c2ccc[nH]2)c1	/	76%[activator]	?	/	194%[activator]	-6%	/
Cc1cccc(-c2nnc(SCC(=O)O)n2Cc2ccccc2)c1	-2	10%	6%	-7	?	-6%	-1%
Cc1ccc(N(CC(=O)N2CCCCCC2)S(=O)(=O)c2ccccc2)cc1	-1	-21%	21%	-10	-70%	6%	2%
CC1CCCC(NC(=O)c2cc(S(=O)(=O)N3CCCCC3)ccc2Cl)C1C (configuration not stated)	/	13µM*	?	/	?	6%	/
Cc1cccc(NC2SC(=O)N(CC(=O)O)C2=O)c1 (configuration not stated)	-2	-27%	23%	-1	?	-1%	1%
Cc1ccc2cccc(N)c2n1	16	-15%	-6%	16	0.93µM*	2%	4%
COc1cccc(CN(C(=O)CN2C(=O)c3ccccc3S2(=O)=O)C(C(=O)NCC2CCCO2)c2ccco2)c1 (configuration not stated)	-8	2%	13%	-11	5%	-5%	-1%
CCN(CC)S(=O)(=O)c1cc(C(=O)Nc2ccccn2)ccc1C	45*	181%[activator]	-8%	119*	32%[activator]	1%	-6%
COc1ccccc1N1CCN(CCCCNC(=O)c2ccc3ccccc3c2)CC1	/	?	?	/	4.1µM*	3%	/
COC(=O)[C@H](CCSC)NC(=O)Nc1ccc(C)cc1	-3	15%	11%	18	0%	2%	-1%
O=S1(=O)CCOCCCN1Cc1ccc(Cl)cc1	-2	-8%	36%[activator]	5	-2%	-7%	-2%
CC1=C(C(=O)OCC(C)C)C(c2ccsc2)C2=C(CCCC2=O)N1 (configuration not stated)	1	13µM*	2%	-11	8.3µM*	-1%	2%
CN(C)CC(C)(C)CNC(=O)c1cc(=O)c2ccccc2o1	-4	/	-3%	-6	18%	-5%	1%

Grouped by structure: the compounds so far containing a thiophene ring, fused or not (four)
SMILES	CHX counter	Pf growth 48h	HCV inhibitor	Shiga inhibitor	Pf growth 96h	TbPYK inhibitor	LmPK inh
COC(=O)c1sc2nc(C)cc(C)c2c1N	9	44%[activator]	10%	31	7%	-4%	-5%
COCCCNC(=O)Cc1ccc(S(=O)(=O)N2CCOCC2)s1	/	?	32%[activator]	/	?	3%	/
O=C(Cc1ccc(S(=O)(=O)N2CCOCC2)s1)Nc1ccccc1Br	-2	2.3µM*	-3%	2	3.7µM*	-3%	2%
CC1=C(C(=O)OCC(C)C)C(c2ccsc2)C2=C(CCCC2=O)N1 (configuration not stated)	1	13µM*	2%	-11	8.3µM*	-1%	2%

(list continues)
SMILES	CHX counter	Pf growth 48h	HCV inhibitor	Shiga inhibitor	Pf growth 96h	TbPYK inhibitor	LmPK inh
O=C(CN1C(=O)S/C(=C\C=C\c2ccccc2)C1=O)NC1CCS(=O)(=O)C1 (configuration not stated)	48*	128%[activator]	-6%	46*	99%[activator]	-4%	-1%
COc1ccc(Nc2nc(N(C)c3ccccc3)nc(N)c2[N+](=O)[O-])cc1	-4	-3%	?	-3	8%	10%	-10%
CCC(=C/c1sc2ccc3ccccc3c2[n+]1C)/C=C1\Sc2ccc3ccccc3c2N1C	-3	0.93µM*	?	13	9.3µM*	-14%	-22%
CCOC(=O)c1sc(NC(=O)/C=C/c2ccc(F)cc2)nc1C	-4	13%	-3%	5	38%[activator]	-3%	2%
N#Cc1ccccc1Sc1ccccc1C(=O)Nc1ccccc1	-2	2%	7%	18	-1%	9%	-12%
COc1ccc(C(=O)OCC(=O)c2ccccc2)cc1S(=O)(=O)N1CCOCC1	2	/	15%	21	24%	-6%	1%
O=C(N/N=C/c1ccco1)c1cc([N+](=O)[O-])cc([N+](=O)[O-])c1	-6	16%	-5%	-11	30%[activator]	-3%	-1%
CCN(C(=O)COC(=O)c1cnc(C)cn1)C1CCCCC1	1	?	13%	17	?	1%	1%
CC(C)(C#N)NC(=O)C1CCCN1S(=O)(=O)c1ccc2ccccc2c1 (configuration not stated)	-3	-9%	?	-6	41%[activator]	-3%	-1%
O=C(CNC(=O)c1cccs1)NCC(=O)OCc1ccc(F)cc1	6	79%[activator]	21%	20	52%[activator]	2%	-10%
COc1cc(C(=O)NCC2CCCO2)ccc1OCc1ccc(Cl)cc1 (configuration not stated)	/	?	?	/	?	0%	/
COc1ccc(-c2cc(=O)c3ccccc3n2C)cc1	-2	-26%	4%	4	?	0%	6%
COc1ccc(C)cc1NC(=O)Cn1cnc2sc(C)c(S(=O)(=O)N3CCOCC3)c2c1=O	-1	?	0%&9%	-1	12%	6%	-1%
O=C(O)CC12CC3CC(C1)CC(n1ncc(NCc4ccccc4)c(Cl)c1=O)(C3)C2	1	-22%	?	8	2%	5%	2%
CCC(CC)c1nnc(NC(=O)CCN2C(=O)c3ccccc3C2=O)s1	2	22%	18%	-13	26%	-1%	7%
CCC(C)NC(=O)C1CCC(CNS(=O)(=O)c2cccc3nsnc23)CC1 (configuration not stated)	-1	-1%	11%	15	-9%	2%&1%	0%
CC1(C)CC(=O)C2=C(C1)N(CCN1CCOCC1)C1=C(C(=O)CC(C)(C)C1)C2c1ccc(Cl)cc1	1	5.2µM*	0%	-12	?	1%	4%
C=CCNC(=O)Nc1ccc(F)cc1F	0	18%[5.75 µM]	12%	22	110%[activator]	1%	1%
CC1CCCC(NC(=O)c2n[nH]c(=O)c3ccccc23)C1C (configuration not stated)	-2	59%[activator]	24%	-8	38%[activator]	-3%	0%
N#Cc1ccc(S(=O)(=O)N2CCN(C(=O)[C@@H]3CCCN3C(=O)c3cccs3)CC2)cc1	/	-10%	3%	/	?	-6%	/
Cc1nn2c(=O)cc(CSc3ccccc3NC(=O)c3ccccc3)nc2s1	4	-23%	15%	13	31%[activator]	1%	-4%
CCOc1ccc2[nH]c3c(NCCOC)ncnc3c2c1	29*	5%	-11%	67*	?	7%	0%
COc1ccc(-c2cc(C(=O)Oc3ccc([N+](=O)[O-])cc3)c3ccccc3n2)cc1	10	-4%	37%[activator]	3	13µM*	-4%	-2%
NCCCC[C@H]1CNC(=O)C(=O)N1CC1CCCCC1	-1	-6%	7%	-4	-5%	7%	1%
Cc1ccc(-c2cc3ccccc3nc2N2CCCC2)cc1	-4	?	?	-24	3%	1%	4%
CCOCCCNC(=O)Cc1ccc(-n2c(CC)nc3cccnc32)cc1	6	-27%	-12%	-9	?	-2%	2%
O=C(c1cc(-c2ccc(Cl)cc2Cl)on1)N1CCCC1	23*	51%[activator]	-5%	89*	?	-1%	-15%
N/C(=N\OC(=O)C1CCCCC1)c1ccncc1	11*	28%	15%	30*	-19%	-2%	-6%
O=C(/C=C/c1ccccc1)C1=C(O)C(=O)N(CCO)C1c1ccc2c(c1)OCO2 (configuration not stated)	1	27%	11%	-9	-6%	-1%	2%
CCCCn1nc(C(=O)N[C@@H](CCSC)c2nc3ccccc3[nH]2)c2ccccc2c1=O	-3	?	?	21	12µM*	-11%	4%
Cc1nnc2n1N=C(c1ccc(F)cc1F)CS2	/	-14%	16%	/	8%	0%	/
Cc1noc(C)c1COc1ccc(C(=O)OCC(=O)NC(=O)C2COc3ccccc3O2)cc1 (configuration not stated)	-3	10%	35%[activator]	35	/	3%	2%
Cc1ccc(C(OCC(O)CN2CCCCC2CO)c2ccccc2)cc1 (configuration not stated)	-2	?	-19%	-7	1.7µM*	10%	1%
N/C(=N\OC(=O)Cc1ccc(-c2ccccc2)cc1)c1cccnc1	14	2%	-28%	4	3%	-24%	4%
COc1ccc([C@H]2CC(=O)C=C(c3ccccc3)C2)cc1OC	/	?	?	/	?	1%	/
c1ccc(CCc2nc3ccccc3[nH]2)cc1	41*	83%[activator]	4%	78*	5.9µM*	-15%	-24%
CC(NCc1ccc(S(N)(=O)=O)cc1)C(=O)Nc1cc([N+](=O)[O-])ccc1Cl (configuration not stated)	-3	0%	?	20	9%	4%	-3%
